# High-throughput results as filed in PubChem.
# SKKanGAS inh: SKKanGAS growth inhibition. inhibition, % at 7.5 µM. AID 1662. S. pyogenes SKKanGAS, kanamycin growth, BacTiter-Glo, 6 h. actives 1.3% (n = 300,000);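 active = mean replicate score, as percent of positive control median, at least 50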;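 also: strain carries kanamycin resistance gene driven by streptokinase promoter and grows in 40 µg/ml kanamycin; loss of luminescence reflects streptokinase promoter inhibition or plain growth inhibition; 0% = median of DMSO wells and 100% = positive control at its reference dose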
# TRPC6 activator: mouse TRPC6 channel activation; B-score at 10 µM; Q61143; AID 2550; HEK293-TRPC6 membrane potential dye fluorescence; hits give high values; actives 0.13% (n = 310,000);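 active = B-score of the integrated fluorescence ratio above library mean plus 3 SD, and starting fluorescence ratio within library mean plus 5 SD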;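 also: higher score means more depolarization so channel activation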
# IEC-6 cytotox: kills IEC-6 intestinal cells in KLF5 counter-screen | AID 1825 | actives 0.78% (n = 290,000) | IEC-6 cytotoxicity, luminescence viability | inhibition, % at 5 µM; in the data active = inhibition above about 22%;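 also: 0% = plate median of test compound wells and 100% = cytotoxic reference compound wells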
# TRPC4 act: TRPC4 (mouse) channel activation; HEK293 TRPC4beta/mu-opioid, Fluo4 calcium fluorescence; hits give high values; B-score at 10 µM; actives 0.49% (n = 310,000); AID 2237;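 active = B-score above 5 SD of library B-scores, and initial fluorescence ratio not above library mean plus 5 SD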;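 also: positive B-score marks a calcium rise read as TRPC4 activation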
#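 Assay system: HEK293 stable line with TRPC4beta plus mu-opioid receptor. Times: dye 45 min RT, read 110 s. Measured by: kinetic Fluo4 calcium fluorescence. Measure: B score of integrated ratio. Controls: assay buffer as low control, maximal DAMGO as high control.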
# TRPC6 inhibitor: blocks the mouse TRPC6 cation channel | B-score at 10 µM | Q61143 | AID 2553 | HEK293-TRPC6, membrane potential dye, ACh-evoked depolarization; hits give low values | actives 1.1% (n = 310,000);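 active = B-score under library mean minus 3 SD, initial fluorescence not abnormally high, positive integrated signal ratio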;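 also: B-score derived from integrated fluorescence ratio over the kinetic read; more negative B-score means stronger inhibition of depolarization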
# aSyn 5UTR inh: 5' untranslated region of α-synuclein, MLPCN primary screen; alpha-synuclein 5'UTR reporter, inhibitor activity; inhibition, % (tested at 7.5 µM); actives 0.82% (n = 300,000); AID 1813; in the data active = inhibition above about 60%;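 also: H4 neuroglioblastoma cells stably carrying SNCA 5'UTR luciferase fusion; 0% = DMSO wells and 100% = positive control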
# KLF5 inhibitor: inhibitors of KLF5 expression; DLD-1 KLF5 promoter-luciferase reporter, luminescence; inhibition, % at 5 µM; actives 0.23% (n = 290,000); AID 1700;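 active = inhibition above a per-plate limit of that plate's mean compound inhibition plus 3 SD, cut at about 60% in these data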;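 also: 0% = DMSO wells and 100% = LY294002 at 200 µM; higher means less KLF5 promoter-driven luciferase light; inactives centre near -14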
# TRPC4 inh: inhibitors of mouse TRPC4 channel; Q9QUQ5; HEK293 TRPC4beta/mu-opioid, DAMGO-evoked Fluo4 calcium flux; hits give low values; B-score at 10 µM; actives 0.39% (n = 300,000);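 active = B-score over 3 SD under the library average, no early fluorescence shift, positive overall ratio signal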
#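 Assay system: HEK293 cells with stable TRPC4beta plus mu-opioid receptor expression; Probe or stimulus: DAMGO in two steps, submaximal then maximal; Dosing: single-point compound dosing; Measured by: Fluo4 calcium-dye fluorescence, kinetic read; Read-out basis: B score from integrated Fluo4 fluorescence ratio.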
# TRPC4 potent: TRPC4 (mouse) allosteric potentiation. HEK293 TRPC4beta/mu-opioid, DAMGO EC20, Fluo-4 Ca2+ flux; hits give high values. B-score at 10 µM. actives 0.42% (n = 310,000). AID 2227;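 active = B-score of calcium response area above 5 SD of library B-scores, with initial fluorescence ratio within 5 SD of library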;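 also: B-score of integrated fluorescence ratio over time as area under calcium response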
# HIF act: HIF pathway transcriptional activation; actives 0.32% (n = 300,000); activation, % at 7.5 µM (by protocol); U2OS HRE-luciferase reporter, luminescence; normalized: DMSO 0%, desferrioxamine 100%;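 active = mean activation of at least 10% of the iron chelator positive control signal, with at least half of replicates also reaching 10%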
# MrgX1 antag: blocks BAM8-22 activation of human MrgX1 receptor; Q96LB2; MRGX1-HEK293 calcium flux, Fluo-4, BAM8-22 antagonism; hits give low values; B-score at 10 µM; actives 1.3% (n = 310,000); AID 588676;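 active = calcium-response B-score plate-corrected more than 3 library SD below zero, starting fluorescence within 5 deviations, no agonist response on first addition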;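 also: peak minus trough fluorescence over baseline after final BAM8-22 challenge near maximal dose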
# Target sequence (Q96LB2 whole entry, looked up): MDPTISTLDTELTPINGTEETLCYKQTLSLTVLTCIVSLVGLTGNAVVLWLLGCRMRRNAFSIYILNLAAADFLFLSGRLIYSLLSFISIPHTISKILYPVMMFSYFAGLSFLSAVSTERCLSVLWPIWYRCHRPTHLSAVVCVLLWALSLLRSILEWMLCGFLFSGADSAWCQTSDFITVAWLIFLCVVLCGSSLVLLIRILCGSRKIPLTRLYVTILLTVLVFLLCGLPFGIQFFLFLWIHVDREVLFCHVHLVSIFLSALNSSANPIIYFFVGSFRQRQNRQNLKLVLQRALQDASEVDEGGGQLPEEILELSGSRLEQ
# The depositor's hits bear a star; i = inactive; nt = no result given. Compounds were not picked by outcome. Share with any hit: about 5.8%.
SMILES,IEC-6 cytotox,SKKanGAS inh,KLF5 inhibitor,HIF act,TRPC6 inhibitor,aSyn 5UTR inh,TRPC4 act,TRPC4 inh,TRPC6 activator,MrgX1 antag,TRPC4 potent
COc1cc(/C=C(\C#N)c2nc3ccc(C)cc3[nH]2)c([N+](=O)[O-])cc1OC,1,10,-44,0.9,i,-5,i,i,i,i,i
COc1cc(OC)cc(-c2nc3ccccc3c(=O)n2NC(=O)c2cccnc2Cl)c1,-4,3,12,0.1,i,-7,i,i,i,i,i
CCS(=O)(=O)CCSc1nc(C)cc(C)c1C#N,-10,3,-30,-0.3,i,20,i,i,i,i,i
COc1ccccc1NC(=S)NC(C)C(c1cccs1)N1CCOCC1 (stereo unspecified),-8,-4,-32,0.0,i,-1,i,i,i,i,i
CN(C(=O)CSc1nnc(-c2ccncc2)n1Cc1ccccc1)C1CCS(=O)(=O)C1 (stereo unspecified),-7,-2,-38,0.0,i,15,i,i,i,i,i
CCc1cc2c(N=Nc3c(O)[nH]c4ccccc34)ncnc2s1,-2,-9,-34,1.4,i,-62,i,i,i,i,i
O=C(CN1C(=O)COc2ccccc21)NCCC1=CCCCC1,2,3,-9,nt,i,-2,i,i,i,i,i
O=c1[nH]c2c(Br)cnc([N+](=O)[O-])c2[nH]1,1,0,-13,0.0,i,7,i,i,i,i,i
COc1ccc(NC(=O)CNC(=O)Cn2cnc3sc4c(c3c2=O)CCCC4)cc1OC,-3,7,-27,-0.2,i,4,i,i,i,i,i
CCC(C(=O)NC1CCCCC1)n1c(SCc2ccccc2F)nc2ccncc21 (stereo unspecified),3,1,8,1.3,-5.2*,-3,i,i,i,i,i
CCOC(=O)c1cc2c(ccn2C)n1CC(=O)N1CCN(c2ccccc2)CC1,5,-7,-16,288*,i,10,i,i,i,i,i
O=C1c2cccc([N+](=O)[O-])c2C(=O)N1CCO,-4,-10,0,0.1,i,-18,i,i,i,i,i
Cc1ccc(C)n1-c1ccc(C(=O)N2CCOCC2)cc1,5,3,-4,0.4,i,6,i,i,i,i,i
O=C(CC(=O)N/N=C/c1ccc(C(=O)O)cc1)NCCc1ccccc1,-1,-3,-1,-1.3,i,8,i,i,i,i,i
Cc1[nH]c2ccccc2c1C(C#N)(C#N)C1C(=O)c2ccccc2C1=O,-5,65*,-9,1.0,i,-2,i,i,i,i,i
CCN(CC(=O)Nc1ccc(OC)cc1)CC(=O)Nc1cccc(C#N)c1,3,-2,-8,2.0,i,10,i,i,i,i,i
Cc1ccc(NC(=O)CSc2nnc(N)s2)cc1S(=O)(=O)N1CCOCC1,nt,-1,nt,0.1,i,9,i,i,i,i,i
CCC(C)NC(=O)c1cnn2c1NC(c1cccs1)CC2C(F)(F)F (stereo unspecified),1,2,-30,0.1,i,-8,i,i,i,i,i
NC(=O)NCc1ccccc1Cl,-5,-8,-29,-0.3,i,11,i,i,i,i,i
CC1CCN(CCCNC(=O)c2ccc3c(=O)n(CCc4ccccc4)c(=O)[nH]c3c2)CC1,0,7,-12,0.1,i,-74,i,i,i,i,i
CCOC(=O)Cn1c(=O)cc(C)c2ccccc21,-3,-4,-8,0.3,i,10,i,i,i,-8.5*,i
COc1ccc(/C=N/NC(=O)CCn2nc(C)cc2C)cc1,2,-9,-8,-0.1,i,-17,i,i,i,i,i
O=C(NCC1CCCO1)c1ccccc1-c1nc(-c2ccccc2F)no1 (stereo unspecified),-1,-7,-2,0.5,i,10,i,i,i,i,i
CC(=O)c1cccc(NC(=O)c2ccc(-c3ccccc3[N+](=O)[O-])o2)c1,7,-2,-38,3.1,i,-238,i,i,i,i,i
Cc1ccc(S(=O)(=O)/N=C(/Nc2ccccn2)c2ccc(Cl)cc2)cc1,-3,1,-22,1.5,i,-118,i,i,i,i,i

SMILES,IEC-6 cytotox,SKKanGAS inh,KLF5 inhibitor,HIF act,TRPC6 inhibitor,aSyn 5UTR inh,TRPC4 act,TRPC4 inh,TRPC6 activator,MrgX1 antag,TRPC4 potent
O=C(c1cc(COc2cccc(C(F)(F)F)c2)on1)N1CCSCC1,3,1,-5,-0.1,i,-39,i,i,i,i,i
O/C(=C\c1nc2ccccc2nc1/C=C(\O)c1ccccc1)c1ccccc1,8,9,-12,1.2,i,-73,i,i,13*,i,i
O=C1NC(NS(=O)(=O)c2ccc(Cl)cc2)(C(F)(F)F)C(=O)N1Cc1cccnc1 (stereo unspecified),1,-4,-25,-0.3,i,-3,i,i,i,i,i
CC1(C)Cc2c(sc(NC(=O)C(=O)NCC3CCCO3)c2C(=O)O)CO1 (stereo unspecified),3,3,-2,-0.2,i,12,i,i,i,i,i
CC(C)NC(=O)Cn1cc(C#N)c2cc(Br)ccc21,-2,-4,9,-0.3,i,12,i,i,i,i,i
O=C(c1ccc(Br)o1)N1CCN(CCc2ccncc2)CC1,3,-3,-17,0.7,i,6,i,i,i,i,i
O=c1c2cnn(-c3ccccc3)c2ncn1Cc1ccccn1,-3,-9,-23,0.0,i,-7,i,i,i,i,i
CCn1nc(C)c(CN2CCCC(C(=O)c3cccc(OC(C)C)c3)C2)c1C (stereo unspecified),4,4,-15,-0.1,i,12,i,i,i,i,i
Cc1cccc(C)c1NC(=O)N1CCN(c2nc3ccccc3s2)CC1,6,-4,-46,1.0,i,-29,i,i,i,i,i
CCOC(=O)c1c(NC(=O)C(=O)N/N=C(\C)c2ccc(OC)cc2)sc2c1CCCCC2,0,13,-34,-0.4,i,5,i,i,i,i,i
O=C(COc1ccc2c(-c3ccccc3)cc(=O)oc2c1)Nc1ccc(CCO)cc1,0,0,-22,-0.2,i,15,i,i,i,i,i
O=C(Cc1ccc(F)cc1)NCCc1cnc[nH]1,-2,2,-22,-10,i,6,i,i,i,i,i
O=C(NCCc1c[nH]c2ccccc12)c1cncc(Br)c1,2,4,-49,0.5,i,-33,i,i,i,i,i
COCC(=O)N1CCC(Oc2ccc(C(=O)N3CCSCC3)cc2)CC1,10,2,-27,0.8,i,5,i,i,i,i,i
Cc1cc(SCC(=O)NN=C2CCN(C(C)C)CC2)c(C)cc1Br,3,0,1,0.1,i,32,i,i,i,i,i
CCOC(=O)c1c(CSC(=N)N)n(-c2ccccc2)c2cc(Br)c(OC(C)=O)cc12,0,-17,-32,1.1,i,-71,i,i,i,i,14*
O=C(O)COc1ccccc1/C=N/Nc1ccc(S(=O)(=O)N2CCOCC2)cc1[N+](=O)[O-],6,9,-1,-0.5,i,3,i,i,i,i,i
Fc1ccccc1N1CC(c2ccccc2)C(c2cccs2)=N1 (stereo unspecified),-3,-6,-26,0.8,i,-7,i,i,i,i,i
Oc1ccc(NC(=S)Nc2ccc(F)cc2)cc1,0,1,-35,1.4,i,-18,i,i,i,i,i
O=S(=O)(Cc1ccc(Cl)cc1)Nc1ccc2c(c1)OCO2,-10,-2,-40,1.4,i,-21,i,i,i,i,i
O=C(Cc1ccsc1)N1CCN(S(=O)(=O)c2cccc(F)c2)CC1,nt,18,nt,-1.0,i,0,i,i,i,i,i
COc1ccc(NC(=O)Cn2nnc(C(=O)NCc3ccc(C)cc3)c2N)cc1OC,-7,3,-14,0.0,i,1,i,i,i,i,i
COc1cccc(-n2c(SCC(N)=O)nc3c([nH]c4ccccc43)c2=O)c1,6,-1,-7,1.0,i,13,i,i,i,i,i
COc1ccccc1NC(=S)NCc1ccc(F)cc1,0,-2,-24,-0.4,i,0,i,i,i,i,i
CCN(CC)S(=O)(=O)c1ccc(C(=O)NNC(=O)c2cccs2)cc1,-2,1,-22,-0.5,i,-6,i,i,i,i,i

SMILES,IEC-6 cytotox,SKKanGAS inh,KLF5 inhibitor,HIF act,TRPC6 inhibitor,aSyn 5UTR inh,TRPC4 act,TRPC4 inh,TRPC6 activator,MrgX1 antag,TRPC4 potent
COc1ccc(/C=C/C(=O)c2c(O)ccc3c(C)cc(=O)oc23)cc1,1,23,-21,0.0,i,-2,i,i,i,i,i
CN(CC(=O)Nc1ccccc1Cl)C(=O)C1CCN(S(=O)(=O)c2ccc3c(c2)OCCO3)CC1,nt,-4,nt,0.6,i,-3,i,i,i,i,i
Brc1ccc(-c2nnc(Cc3ccccc3)o2)cc1,4,-6,-64,3.0,i,-169,i,i,i,i,i
COc1ccc(CCNC(=O)C23CCC(C)(C(=O)C2=O)C3(C)C)cc1OC (stereo unspecified),-3,-3,-7,-0.2,i,-2,i,i,i,i,i
Cc1ccc(S(=O)(=O)c2cc3c(=O)n4ccccc4nc3n(CCc3ccccc3)c2=N)cc1,0,14,-12,-0.3,i,-231,i,i,i,i,i
COc1ccc(C(=O)Nc2ccc3c(c2)nc(CN2CCN(C(C)=O)CC2)n3C)cc1,-1,-5,-3,0.1,i,-4,i,i,i,i,i
COc1ccc(C(=O)Nc2ccccc2)cc1S(=O)(=O)Nc1cc(C)on1,0,-12,-19,0.0,i,0,i,i,i,i,i
O=C(Cc1ccccc1)Nc1ccc(S(=O)(=O)N2CCOCC2)cc1,-1,1,15,-0.8,i,-1,i,i,i,i,i
Cc1ccc(S(=O)(=O)CC(=O)NC(C)c2ccccc2)cc1 (stereo unspecified),5,2,-8,0.0,i,27,i,i,i,i,i
CCOc1cc(/C=C2/SC(=S)N(Cc3ccccc3)C2=O)ccc1O,-8,24,-18,0.7,i,-32,i,i,i,i,i
C=CCSc1ncccc1C(=O)NCc1ccc(C)cc1,5,0,11,-0.1,i,10,i,i,i,i,i
COc1ccc(-c2c(C)nn3c(NC4CCCC4)cc(C)nc23)cc1OC,-3,0,-24,-21,i,25,i,i,i,i,i
CCCCNC(=O)CSc1nnc(Cc2ccccc2)n1CC,1,-5,0,0.2,i,6,i,i,i,i,i
Cc1ccc(N=C(NO)c2nonc2N)cc1,1,5,-58,-1.5,i,-47,i,i,i,i,i
CCN(CC)c1ccc(/C=N/N2CCN(Cc3ccc(C)cc3)CC2)c(O)c1,-10,0,4,-0.2,i,11,i,i,i,i,i
COCc1cc(=O)n2c(-c3ccc(C)cc3)n[nH]c2n1,nt,8,nt,0.2,i,-28,i,i,i,i,i
Cc1cc(NCCCN)nc(-c2ccccc2O)n1,4,-4,-93,1.8,i,-69,i,i,i,i,i
CCN1C(=O)[C@H]2[C@@H](c3ccc(-c4cccc(Cl)c4)cc3)N3CCCC[C@@]3(C(=O)OC)[C@H]2C1=O,nt,18,nt,0.1,i,1,i,i,i,i,i
